Source: PubChem BioAssay
DNMT1 block – DNMT1 (human) enzyme inhibition. P26358. DNMT1 molecular beacon, Hinp1I cleavage, fluorescence. inhibition (reported as % activation of signal), % at 10 µM. actives 0.83% (n = 360,000). AID 588458; in the data active = inhibition above about 50%
CSN inh – blocks human CSN-mediated cullin deneddylation; Purified CSN, SCF-Nedd8-OG deneddylation, fluorescence polarization; inhibition, % at 12.5 µM; actives 0.38% (n = 360,000);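 active = pattern-corrected inhibition above about 35%, with an unprinted fluorescence ratio check between 0.5 and 1.5, limit read from the data, passing the limit was not always enough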;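 also: 0% = enzyme with substrate and 100% = substrate without enzyme; some results filed as inactive read as strong as hits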
Target sequence (Q92905 whole entry, looked up, one chain of several): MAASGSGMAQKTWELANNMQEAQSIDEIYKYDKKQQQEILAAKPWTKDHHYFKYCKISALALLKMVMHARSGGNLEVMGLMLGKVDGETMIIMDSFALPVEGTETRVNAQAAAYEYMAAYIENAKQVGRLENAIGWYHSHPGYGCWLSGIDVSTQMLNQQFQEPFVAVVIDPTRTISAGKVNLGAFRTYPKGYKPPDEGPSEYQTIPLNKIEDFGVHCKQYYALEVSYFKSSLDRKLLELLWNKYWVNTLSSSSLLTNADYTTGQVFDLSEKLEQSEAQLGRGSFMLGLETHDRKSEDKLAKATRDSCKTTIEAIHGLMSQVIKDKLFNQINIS
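Assay system: purified human Csn5 enzyme expressed in HEK293T cells; measure: % inhibition; also added: SCFSkp2-Nedd8OG substrate at 10 nM final; technique: fluorescence polarization; times: reaction 90 min, room temperature; medium: Tris buffer pH 7.5, NaCl, DTT, Tween-20, trehalose, ovalbumin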
Scp1 inh – Scp-1 (human) phosphatase inhibition; Recombinant Scp1, phosphopeptide, malachite green phosphate absorbance; inhibition, % at 20 µM; actives 0.88% (n = 340,000); AID 493091;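 active = inhibition above about 50% at 20 µM, limit read from the data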;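 also: plate controls were DMSO wells with enzyme for no effect and wells lacking enzyme for full effect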
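assay system = SCP-1 phosphatase catalytic domain, residues 76-261 | buffer or medium = 50 mM Tris acetate pH 5.5, 0.005% Tween-20, 10 mM MgCl2 | incubation = enzyme reaction 45 min at room temperature, colour 5 min, stabilisation 30 min | signal = Phosphate-binding colour reagent, absorbance read at 630 nm | measure = % inhibition at 20 µM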
NadD block – inhibitors of Staphylococcus aureus NadD; purified NadD enzyme, colorimetric absorbance read-out; inhibition, % at 20 µM; actives 0.78% (n = 360,000); AID 602399; in the data active = inhibition above about 26%; also: some compounds past the cut are filed as inactive
SUMO1-SIM PPI – modulators of human SUMO1-mediated protein-protein interactions; P63165; SUMO1 binding to a labelled peptide, TR-FRET, 1 h; inhibition, % at 20 µM; actives 0.33% (n = 360,000); AID 602429; in the data active = inhibition above about 37%
Target sequence (P63165 whole entry, looked up): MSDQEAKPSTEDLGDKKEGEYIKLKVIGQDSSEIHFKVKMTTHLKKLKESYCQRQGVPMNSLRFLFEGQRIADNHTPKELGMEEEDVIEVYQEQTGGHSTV
TbMetRS inhib – Trypanosoma brucei MetRS inhibition. inhibition, % at 11.9 µM. actives 0.4% (n = 360,000). AID 624268. purified T. brucei MetRS, ATP depletion, Kinase-Glo luminescence;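 active = inhibition above a per-plate cutoff of the control wells' mean inhibition plus 3 SD, cut at about 5.5% in these data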;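 also: 0% = DMSO wells median and 100% = median of wells with control inhibitor compound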
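assay system = parasite MetRS enzyme | timing = 15 min preincubation, 2 h reaction, all 25 °C | evaluation = percent inhibition relative to median high and low control wells | medium = HEPES buffer containing pyrophosphatase, BSA, spermine, DTT | compound = single dose, 11.9 µM final nominal, 0.9% final DMSO | detection = Kinase-Glo luminescence, ATP depletion format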
Rpn11 block – Rpn11 (human) deubiquitinase inhibition; calls only at 20 µM; human 26S proteasome, Ub4-pepOG fluorescence polarization; 20S core pre-blocked with epoxomicin; AID 588493; O00487; actives 0.59% (n = 360,000);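 active = inhibition at 20 µM, scaled to each plate's controls, above about 33%, limit read from the data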
STEP block – inhibitors of human striatal-enriched phosphatase STEP; P54829; AID 588621; actives 0.25% (n = 360,000); recombinant STEP, OMFP fluorogenic substrate, fluorescence; inhibition, % at 20 µM;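 active = inhibition at 20 µM, scaled per plate between control wells, above about 37%, limit read from the data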;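 also: 0% = DMSO with enzyme and substrate and 100% = substrate only without enzyme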
Target sequence (P54829 whole entry, looked up): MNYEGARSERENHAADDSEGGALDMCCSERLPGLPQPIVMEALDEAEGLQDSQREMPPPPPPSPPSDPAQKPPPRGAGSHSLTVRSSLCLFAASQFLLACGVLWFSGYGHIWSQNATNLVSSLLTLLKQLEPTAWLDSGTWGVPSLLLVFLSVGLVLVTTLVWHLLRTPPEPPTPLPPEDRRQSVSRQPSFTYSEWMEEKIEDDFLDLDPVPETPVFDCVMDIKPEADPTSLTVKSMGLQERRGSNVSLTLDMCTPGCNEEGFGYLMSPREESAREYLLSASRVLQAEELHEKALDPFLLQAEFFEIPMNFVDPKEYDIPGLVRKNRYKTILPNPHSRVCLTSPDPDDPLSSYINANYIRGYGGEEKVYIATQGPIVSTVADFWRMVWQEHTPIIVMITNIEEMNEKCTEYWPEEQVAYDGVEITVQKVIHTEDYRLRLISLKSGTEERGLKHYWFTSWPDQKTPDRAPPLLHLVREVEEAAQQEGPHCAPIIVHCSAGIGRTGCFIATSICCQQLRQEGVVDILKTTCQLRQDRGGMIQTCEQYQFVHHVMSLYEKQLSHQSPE
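Measure: Control-normalized % inhibition with plate pattern correction | Test system: STEP phosphatase, cell-free reaction | Medium: pH 6.0 Bis-Tris with DTT and Tween 20 | Technique: Fluorescence, 480/540 nm | Times: Reaction 20 min, ambient temperature | Doses: Single compound dose of 20 µM, 1% DMSO final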
MsrA inhibitor – bovine MsrA inhibition | purified bovine MsrA, absorbance read-out | inhibition, % at 15.5 µM | actives 0.75% (n = 360,000) | AID 651718; in the data active = inhibition above about 4.5%;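 also: 0% = vehicle wells with enzyme and 100% = reference inhibitor wells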
LMPTP block – LMPTP (human) inhibition | recombinant LMPTP-A, OMFP fluorogenic substrate, fluorescence intensity | actives 0.22% (n = 360,000) | inhibition, % at 20 µM | P24666 | AID 651560;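 active = compounds that cut the enzyme signal by at least half of the control window in the single-dose screen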;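 also: plate controls were DMSO wells with enzyme plus substrate for no effect and substrate without enzyme for full effect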
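Material: LMPTP-A; amount: 0.625 nM enzyme; doses: single 20 µM dose; times: reaction 50 min, room temperature, dark; technique: fluorescence intensity of OMFP turnover product; benchmarks: no-enzyme and uninhibited controls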
An asterisk follows results filed as active; i = inactive; / = no result given; + = active, no number.

Under each structure: DNMT1 block, CSN inh, Scp1 inh, NadD block, SUMO1-SIM PPI, TbMetRS inhib, Rpn11 block, STEP block, MsrA inhibitor, LMPTP block
> Cc1nc2ccc(NC(=O)CCS(=O)(=O)c3ccccc3)cc2s1
  -0.2, 6.7, 2.6, -1.8, -1.0, -0.4, i, 2.7, 0.3, -0.4
> O=C(N/C(=C/c1ccccc1F)C(=O)N1CCCCC1)c1ccccc1
  0.4, 4.3, 0.1, -3.1, -2.8, -0.2, i, -0.5, 0.6, 1.3
> CCCN(N=Nc1cccc([N+](=O)[O-])c1)c1cccc([N+](=O)[O-])c1
  6.3, 8.5, 3.5, 11.8, -7.5, 0.0, i, 4.2, -0.6, 1.2
> CCCOc1ccc(Cc2nc(N)nc(N)n2)cc1
  -0.8, -2.8, -2.7, -0.6, -2.6, 0.4, i, 1.2, 0.9, -0.5
> CCn1c(SCC(=O)Nc2ccc(OC)c(OC)c2)nnc1-c1c[nH]c2ccccc12
  2.1, -3.7, 2.4, -6.3, 0.0, -0.4, i, 1.2, -0.2, -0.7
> Cc1cccc(C(=O)NNC(=O)c2c(-c3ccccc3Cl)noc2C)c1O
  -0.8, 1.3, -12.4, -0.4, -2.8, -0.6, i, -0.6, 1.4, -0.1
> Nc1ccc(C(=O)Nc2cccc3ncccc23)cc1
  8.6, -0.1, 1.2, -0.2, 5.2, -1.3, i, 0.2, 2.2, -2.0
> CCn1ccc(C(=O)N2CCN(c3ncccn3)CC2)n1
  1.3, 1.8, -3.6, -3.2, -5.0, 0.6, i, 0.0, 0.3, -0.9
> O=C(NCC(=O)N(Cc1ccco1)C(C(=O)NC1CCCCC1)c1cccnc1)c1cccs1 (stereo not drawn)
  1.0, -2.3, 0.7, -0.3, -1.0, -0.1, i, -2.5, 1.0, 0.5
> ONC=Nc1cccc2nonc12
  -10.1, -0.2, -8.5, 2.0, -11.0, -0.6, i, -3.5, 0.6, -2.1
> Cc1ccc2c(C)c(C(=O)Nc3ccc(S(N)(=O)=O)cc3)oc2c1C
  15.1, -0.2, 9.2, 16.6, -2.1, -1.4, i, 5.6, -0.1, 0.8
> N#C/C(=C\c1cccn1S(=O)(=O)c1cccc([N+](=O)[O-])c1)S(=O)(=O)c1ccc(F)cc1
  -0.9, -5.2, /, -0.9, -13.8, 0.4, i, 0.4, 0.5, -1.0
> O=C(Nc1ccon1)C(Sc1ccccc1)c1ccccc1 (stereo not drawn)
  -1.0, 0.9, -13.0, -8.1, 1.8, 0.1, i, -0.7, -1.9, 1.0
> C#CCOCCOCCOCCNc1nc(N2CCN(C(=O)C(Cc3ccc(O)cc3)n3cc(C(N)CC(C)C)nn3)CC2)nc(N2CCN(C(=O)C(Cc3ccc(O)cc3)n3cc(C(N)C(C)CC)nn3)CC2)n1 (stereo not drawn)
  -9.9, 0.4, 0.8, 13.1, -29.6, -0.2, i, -1.4, 0.9, 2.6
> COCCCNC(=S)NNC(=O)Cn1nc(C)c(Br)c1C
  4.7, -12.9, 0.0, -4.4, 0.9, -0.9, i, -0.5, -0.5, -2.4
> CCN(C(=O)COC(=O)c1ccc2[nH]c3c(c2c1)CCCC3)C1CCS(=O)(=O)C1 (stereo not drawn)
  -1.6, -4.1, -3.7, 8.6, 0.6, -0.5, i, 0.1, 0.6, -0.3
> Cc1ccc(C(=O)NCCc2nnc3ccc(SCC(=O)Nc4nnc(C)s4)nn23)cc1
  3.9, -3.6, /, -6.8, 0.3, -0.2, i, -0.9, -0.2, 1.6
> O=S(=O)([N-]c1nc2ccccc2nc1-n1cc[n+](Cc2ccccc2)c1)c1ccccc1
  -10.2, -1.1, 0.1, 4.0, -16.9, 0.0, i, 1.0, -1.1, -0.8
> CSc1cccc(NC(=O)CCC(=O)O)c1
  3.5, -3.5, -3.7, -3.7, -1.8, -0.4, i, -2.0, 0.1, -3.3
> CCn1c(CNC(=O)c2ccc(OC)cc2)nnc1SC
  -0.9, -1.0, -6.0, -3.3, 1.9, 0.1, i, -2.8, 0.1, 0.2

Continued, starting with the last 3 of the part before.
Under each structure: DNMT1 block, CSN inh, Scp1 inh, NadD block, SUMO1-SIM PPI, TbMetRS inhib, Rpn11 block, STEP block, MsrA inhibitor, LMPTP block
> O=S(=O)([N-]c1nc2ccccc2nc1-n1cc[n+](Cc2ccccc2)c1)c1ccccc1
  -10.2, -1.1, 0.1, 4.0, -16.9, 0.0, i, 1.0, -1.1, -0.8
> CSc1cccc(NC(=O)CCC(=O)O)c1
  3.5, -3.5, -3.7, -3.7, -1.8, -0.4, i, -2.0, 0.1, -3.3
> CCn1c(CNC(=O)c2ccc(OC)cc2)nnc1SC
  -0.9, -1.0, -6.0, -3.3, 1.9, 0.1, i, -2.8, 0.1, 0.2
> COc1cc(CNc2ncc(-c3ccc(Cl)cc3)n2C)cc(OC)c1OC
  -4.3, -2.7, 0.8, -8.4, 2.0, 1.2, i, -0.6, 0.6, -0.7
> COc1cc(/C=N/NC(=O)CN2CCCCC2)ccc1OCc1ccccc1
  -3.2, -9.3, -8.0, -2.7, -7.5, -1.7, i, 1.3, 0.8, -0.2
> CSc1ccc(/C=N/N2CCN(C)CC2)cc1
  0.8, 1.3, -9.1, 1.4, -2.1, -0.6, i, 0.3, 2.0, -1.0
> CCCN(CCC)CCCNC(=S)Nc1ccc2nc(N3CCN(C)CC3)cc(C)c2c1
  -0.8, -3.9, -2.7, -16.3, -20.4, -0.2, i, 6.5, 1.1, 3.3
> Brc1ccccc1OCCCCn1cnc2ccccc21
  1.2, -3.0, 2.2, -5.3, 1.1, -0.4, i, 1.8, 1.4, 6.6
> CNC(=O)COC(=O)c1cc(NC(=O)c2ccco2)c(OC)c(OC)c1
  0.8, 0.9, 0.5, 1.1, 7.9, 0.1, i, 0.6, -0.2, 0.5
> O=C(COC(=O)c1nc(Cl)ccc1Cl)Nc1ncc(Cl)cc1Cl
  0.3, -5.7, -6.2, -1.2, 11.5, -0.2, i, 1.8, 0.6, -0.4
> O=C(O)CSc1ncnc2nc[nH]c12
  -0.8, 0.7, -14.3, 0.7, 1.0, -0.1, +, 0.2, -0.7, -0.7
> COc1cc(OC)c(NC(=O)C2CCCN2C(=O)OCc2ccccc2)cc1Cl (stereo not drawn)
  -2.3, 3.0, -8.0, -3.0, 3.3, -0.3, i, -1.4, -0.6, -1.0
> COc1ccc(OCCCON2C(=O)c3ccccc3C2=O)cc1
  49.3, 6.9, -6.7, -8.9, -11.0, -0.5, i, -1.0, -1.9, -0.2
> O=C(c1cc(COc2ccc3ncccc3c2)on1)N1CCCC1
  2.9, 1.6, -0.1, -3.0, -2.3, -0.5, i, 2.1, 1.1, 2.7
> NCc1csc(Nc2nncc3ccccc23)n1
  8.7, -0.5, /, -1.1, -16.6, -0.3, i, -0.6, 0.7, -0.7
> O=C(c1cccc(C(F)(F)F)c1)C1CCCN(C(=O)C2CCOCC2)C1 (stereo not drawn)
  0.1, 2.8, 6.5, -2.5, 1.4, -0.6, i, 0.3, 0.3, -1.4
> COc1ccccc1NS(=O)(=O)c1cc(C(=O)Nc2ccc(S(=O)(=O)Nc3onc(C)c3C)cc2)ccc1C
  4.0, -0.5, -4.6, 5.5, 11.7, -0.2, i, 0.6, 0.4, -0.3
> O=C(CSc1nnc2ccc(-c3ccc(F)cc3)nn12)N1CCCC1
  -0.2, 0.8, -18.8, 5.5, 1.9, -0.2, i, 0.3, 0.1, -0.2
> CS(=O)(=O)N1CCC(C(=O)Nc2ccc(Cl)c(Cl)c2)CC1
  -2.0, -13.8, -4.5, -3.0, 5.5, -1.2, i, 0.1, 1.3, 3.2
> CS(=O)(=O)c1ccc(Cl)c(NC(=O)CCNC(=O)c2ccco2)c1
  1.2, -4.1, 1.1, 1.7, -1.9, 0.1, i, -1.2, -0.8, -0.7
> Cc1cc(=O)n2c3c(cccc13)CCC2
  -2.5, -6.7, 0.5, 9.7, -4.2, -0.3, i, 0.0, 1.0, 1.0
> Nn1c(SCC(=O)N2CCOCC2)nnc1-c1ccco1
  -0.5, 4.2, -16.0, 4.8, 2.4, 0.1, i, -1.9, 0.0, 0.5
> CCCC(=O)Nc1ccc(-c2nc3cc(C)c(C)cc3o2)c(O)c1
  49.2, 2.7, -7.6, 4.4, 0.9, -0.6, i, -2.4, 1.7, 2.3
> O=C(COc1ccc(C(=S)N2CCOCC2)cc1)Nc1ccccc1C(F)(F)F
  1.3, 1.7, -0.3, -2.8, -2.9, -1.4, i, -0.4, 0.4, -0.2
> COCCCNC(=O)c1ccc([N+](=O)[O-])cc1
  -4.6, 2.1, -3.7, 3.8, -14.4, -0.6, i, -1.7, 0.4, 1.2
> COc1ccc(CNC(=O)CCNC(=O)c2ccco2)cc1OC
  1.3, -3.6, 3.9, -6.9, 2.5, -0.4, i, 2.2, 0.5, -2.9
> O=C1NC(c2ccccn2)Nc2sc3c(c21)CCC3 (stereo not drawn)
  -2.3, 0.1, -0.6, 7.0, -0.9, -0.2, i, 3.8, 1.7, 0.8
> O=C(Cn1nc(-c2cccc([N+](=O)[O-])c2)c2ccccc2c1=O)NCC1CCCO1 (stereo not drawn)
  -2.6, -5.3, -6.4, 5.4, -14.7, 0.7, i, 0.5, -0.2, -0.1
> CCc1nnc(NC(=O)c2cccc(NC(=O)C(C)C)c2)s1
  0.6, -3.8, -14.7, -6.0, 0.7, -0.1, i, -0.5, -1.1, -0.6
> CCOc1ccccc1CNS(=O)(=O)c1ccc2c(c1)oc(=O)n2C
  0.6, -3.4, -8.0, -1.8, 3.1, 0.0, i, 2.7, -1.3, 0.1
> Cn1cc(CNC(=O)c2ccc(OC3CCN(Cc4ccccn4)CC3)cc2)cn1
  2.9, 0.3, 0.3, -5.0, -0.8, -0.4, i, 0.8, -0.6, -2.6
> CC(=O)NCCNC(=O)C1(C)Cc2c(-c3cccc(C(F)(F)F)c3)ccnc2O1 (stereo not drawn)
  2.7, 1.8, /, 0.2, 2.1, 0.1, i, -1.6, 0.0, -0.9
> O=C(O)c1ccc(N/N=C/c2ccc(-c3ccccc3Cl)o2)cc1
  -2.3, 0.1, -10.4, 1.8, -3.1, 0.3, i, 2.0, 2.5, 1.4
> NC(=O)C1(Nc2ccc(-c3ccc(Br)cc3)cc2)CCCC1
  -9.7, 5.2, 4.0, 0.1, 1.2, 1.2, i, -3.6, 0.8, 2.5
> CCCN(CCC)S(=O)(=O)c1cccc(C(=O)N=c2sccn2C)c1
  2.8, -2.2, 2.3, 7.3, 8.4, 0.0, i, 3.0, 0.6, 1.3
> O=C(CCC1CCCN(C(=O)C2=CCCCC2)C1)N1CCN(c2ccccn2)CC1 (stereo not drawn)
  0.3, 2.2, 1.2, -1.4, -2.8, -0.3, i, -1.6, 0.1, 0.4
